# Bioassay records: PubChem BioAssay, National Center for Advancing Translational Sciences (NCATS)
# TRHR ag: agonists of human TRH receptor; P34981; TRHR cells, calcium flux fluo-8, FDSS agonist mode; activation, % at 2 µM; actives 0.18% (n = 360,000); AID 493084; also: 0% is about no effect
#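 TRHR-expressing cells, plated overnight in medium with 10% serum, were loaded with fluo-8 calcium dye at room temperature. After a 10 s baseline, library compound was pin-added and calcium release was recorded kinetically (ex 480/em 530) as agonist response.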
# D1 agonist: activates the human D1 dopamine receptor; HEK293 T-REx D1 cells, calcium flux, agonist mode; activation, % at 2 µM; actives 1% (n = 360,000); also: 0% is about no effect
# Target sequence (P21728 whole entry, looked up): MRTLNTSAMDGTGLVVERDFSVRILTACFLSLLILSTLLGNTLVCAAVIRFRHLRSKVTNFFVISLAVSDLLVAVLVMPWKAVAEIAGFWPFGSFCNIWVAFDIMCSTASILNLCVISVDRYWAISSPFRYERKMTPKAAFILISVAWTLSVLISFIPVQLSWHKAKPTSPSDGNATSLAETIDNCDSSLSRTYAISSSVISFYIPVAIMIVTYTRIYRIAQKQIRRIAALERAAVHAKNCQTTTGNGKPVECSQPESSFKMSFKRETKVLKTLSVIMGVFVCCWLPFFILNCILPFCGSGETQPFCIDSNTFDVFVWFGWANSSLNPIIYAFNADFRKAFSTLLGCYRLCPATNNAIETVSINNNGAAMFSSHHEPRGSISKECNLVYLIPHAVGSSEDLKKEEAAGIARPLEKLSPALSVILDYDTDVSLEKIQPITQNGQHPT
#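 Agonism was scored from calcium flux recorded over 180 s (1 read/s) after pintool compound addition, following a 10-cycle baseline. Cells were inducible force-coupled HEK293 TREx D1, plated overnight at 30 C and loaded with no-wash calcium dye.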
# D2 potentiator: positively modulates the human D2 dopamine receptor allosterically. P14416. HEK293 T-REx D2, calcium flux, EC20 dopamine potentiation. actives 0.34% (n = 340,000). potentiation, % at 10 µM;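 active = potentiation over 3 SD above the plate norm, cut at about 30% in these data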; also: 0% is about no effect
# Target sequence (P14416 whole entry, looked up): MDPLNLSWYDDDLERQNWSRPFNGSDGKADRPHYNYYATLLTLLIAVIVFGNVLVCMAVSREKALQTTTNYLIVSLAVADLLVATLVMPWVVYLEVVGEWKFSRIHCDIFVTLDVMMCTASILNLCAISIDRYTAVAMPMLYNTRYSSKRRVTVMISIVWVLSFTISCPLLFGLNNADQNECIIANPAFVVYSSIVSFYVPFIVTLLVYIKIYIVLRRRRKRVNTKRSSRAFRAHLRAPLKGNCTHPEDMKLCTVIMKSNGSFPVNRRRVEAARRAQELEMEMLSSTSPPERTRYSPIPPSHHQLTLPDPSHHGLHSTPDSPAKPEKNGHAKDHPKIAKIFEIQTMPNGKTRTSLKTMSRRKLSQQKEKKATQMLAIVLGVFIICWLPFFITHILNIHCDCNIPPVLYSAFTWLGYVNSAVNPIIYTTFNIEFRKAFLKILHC
#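 Using a no-wash calcium dye in inducible, force-coupled HEK293 Trex cells expressing D2, we tracked fluorescence each second for 180 s after compound, then for 180 s after EC20 dopamine to detect augmented signalling.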
# TRHR enhancer: TRH receptor (human) allosteric enhancement; enhancement, % at 2 µM; TRHR cells, fluo-8 calcium fluorescence, EC20 TRH enhancement; P34981; AID 493056; actives 0.66% (n = 360,000); in the data active = enhancement above about 30%; also: 0% is about no effect
#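 Enhancer read-out: after compound pinning and an initial kinetic agonist-mode read, an EC20 of TRH (10 nM final) was injected and fluo-8 calcium signal (Ex 480/Em 530) followed at 1 s/cycle for 100 cycles in TRHR-expressing cells.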
# D2 agonist: D2 dopamine receptor (human) agonism; P14416; HEK293 T-REx D2 cells, calcium flux agonist mode; activation, % at 2 µM; actives 0.53% (n = 340,000); AID 485358;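 active = activation over 3 SD above normal in the single-dose calcium agonist read, cut at about 30% in these data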; also: 0% is about no effect
#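 HEK293 Trex D2 cells, tetracycline-induced, o/n 30 C 5% CO2; no-wash Ca dye, RT 30–90 min; 10-cycle baseline, 23 nl cpd added, kinetic Ca read 180 s; agonist hits = positive Ca response.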
# D1 potentiator: human D1 dopamine receptor positive modulation; HEK293 TREx D1 cells, calcium flux, dopamine EC20 potentiation; potentiation, % at 10 µM; actives 0.036% (n = 360,000); P21728; in the data active = potentiation above about 30%; also: 0% is about no effect
# D1 antagonist: human D1 dopamine receptor antagonism. AID 504652. activity change, negative = inhibition, % at 10 µM. actives 3.2% (n = 360,000). P21728. HEK293 TREx D1 cells, calcium flux, dopamine EC80; hits give low values; in the data active = activity change below about -30%; also: % is scaled to controls: 0 for no effect and ±100 for the full control effect
#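 Antagonism measured as reduced calcium response to an EC80 dopamine addition following 180 s compound pre-read; cells were inducible HEK293 Trex D1 plated overnight at 30 C, read kinetically at 1 cycle/sec.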
# RXFP1 antag: antagonists of human relaxin receptor RXFP1 | HEK293-RXFP1, relaxin-stimulated cAMP HTRF, 30 min; hits give low values | activity change, negative = inhibition, % at 57.5 µM | actives 0.59% (n = 350,000);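 active = activity change of -60% or lower, but not beyond a set lower limit; inconclusive = change between -60% and -40%, or beyond the set limit; inactive = change above -40%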; also: % is scaled to controls: 0 for no effect and ±100 for the full control effect
# D2 antagonist: antagonists of human D2 dopamine receptor. inhibition, % at 10 µM. HEK293 TREx D2 cells, calcium flux, dopamine EC80. P14416. actives 2% (n = 340,000). AID 485344; in the data active = inhibition above about 30%; also: 0% is about no effect
#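 Overnight-induced (tetracycline, 30 C) HEK293 T-REx cells carrying force-coupled D2 receive a no-wash calcium dye, then compound, then EC80 dopamine at 180 s; signals are read kinetically throughout.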
# An asterisk follows results filed as active; ? = inconclusive; nt = not tested or not shown; & = joins results of further samples. Rule as the data show it, unless noted: active = activation above about 30%; inactive = the rest. Compounds were not picked by outcome; any-hit rate near 7.1%.
nr	smiles	D1 potentiator	D1 agonist	TRHR ag	D2 potentiator	RXFP1 antag
1	CC1Oc2ccccc2C=C1/C=N/NC(=O)c1ccccc1 (stereo not drawn)	-9	0	0.0	-5	-28
2	CN(C)CCCN(C(=O)c1ccc(Br)s1)c1nc2ccc(F)cc2s1	-3	10	1.2	3	-6
3	O=C(NCCc1ccccc1C(F)(F)F)C1CCC(=O)N(C2CC2)C1 (stereo not drawn)	-2	3	-1.1	4	-8
4	N#Cc1cc([N+](=O)[O-])ccc1NC(=O)COC(=O)CC1CCCC1	-3	1	0.4	-8	-5
5	CCN1C(=C2C(=O)c3ccccc3C2=O)C=Cc2ccccc21	-6	9	0.4	-11	-6
6	Fc1cccc(CCN2C(=S)NC[C@@H]2Cc2ccccc2)c1	1	-5	-0.5	5	nt
7	CCN1CCN(CCNC(=O)c2ccc3c(c2)N(Cc2ccc(F)cc2)C(=O)/C(=C/c2ccccc2)S3)CC1	-10	6	1.1	-7	?
8	COc1cc(NC(=O)COCc2cc(-c3ccc4c(c3)OCO4)on2)cc(OC)c1	-1	13	1.4	1	0
9	Cc1ccc(S(=O)(=O)c2c(Nc3ccc(C)c(C)c3)sc(C(=O)c3ccc4c(c3)OCO4)c2N)cc1	6	68*	6.5	5	-17
10	O=C(Cn1c2ccc(F)cc2c2nc3n(c(=O)c21)CCS3)Nc1ccccc1C(F)(F)F	3	0	-0.1	3	-11
11	Cn1c(OCc2cccnc2)nc2c1c(=O)n(Cc1ccc(F)cc1)c(=O)n2C	-8	2	-0.1	-12	2
12	CCOC(=O)N1CCN(C(=O)CSCC(=O)Nc2nc(-c3ccc(OC)cc3)cs2)CC1	2	1	0.4	22	-3

nr	D2 agonist	D1 antagonist	TRHR enhancer	D2 antagonist
1	-0.5	-8	0	-6
2	0.5	5	10	nt
3	-0.2	18	2	-11
4	0.4	-25	0	14
5	1.6	1	-5	12
6	0.3	-15	-9	11
7	1.0	-3	-5	-9
8	0.2	-1	-4	nt
9	20	-23	-18	nt
10	1.8	5	-7	3
11	7.5	-23	-1	-12
12	-2.0	-14	1	7

# The list continues.
nr	smiles	D1 potentiator	D1 agonist	TRHR ag	D2 potentiator	RXFP1 antag
13	N/C(=N\OC(=O)C1CCCCC1)c1cccc([N+](=O)[O-])c1	1	5	0.0	10	6
14	CC1=C(C(=O)OCc2ccccc2)C(c2ccccn2)c2c(n(C)c(=O)n(C)c2=O)N1 (stereo not drawn)	-1	0	-0.2	3	-26&-17
15	O=C(c1ccco1)N1CCN(Cc2cc(=O)c(OCc3cccc(Cl)c3)co2)CC1	-1	2	-0.3	-3	-35
16	Cc1ccc(C(=O)Oc2ccc(-c3nnco3)cc2)o1	-6	2	-0.1	-5	9
17	Cc1ccc(C)c(-c2csc(NC(=O)c3cnccn3)n2)c1	4	0	-0.3	nt	6
18	Cc1nn(Cc2cccc(C(=O)Nc3ccn(Cc4ccccc4F)n3)c2)c(C)c1[N+](=O)[O-]	-1	0	0.2	6	14
19	O=C(NNc1ccc(Cl)cc1)c1cccs1	1	4	0.2	2	-11
20	O=C(COc1ccc(Cl)cc1)NCCS(=O)(=O)N1CCN(c2ccc(F)cc2)CC1	-10	8	0.1	-8	-15
21	CCCCOc1ccc(C2(C)NC(=O)NC2=O)cc1 (stereo not drawn)	-7	6	0.3	-5	-2
22	O=C(COC(=O)c1ccco1)Nc1nc2ccccc2s1	-1	4	0.3	11	1
23	O=C(Cn1c(=O)c2ccccc2n(CC(=O)Nc2ccc(F)cc2F)c1=O)NCCc1ccccc1	3	9	2.7	4	nt
24	O=C(CSc1nc2ccccc2c(=O)n1CC1CCCO1)NCCc1ccccc1 (stereo not drawn)	9	2	0.7	5	13

nr	D2 agonist	D1 antagonist	TRHR enhancer	D2 antagonist
13	0.0	13	-9	-14
14	-1.0	4	5	-3
15	2.3	-4	2	11
16	-1.1	5	-3	5
17	0.4	-15	-5	4
18	0.2	-4	-1	-28
19	-0.4	-2	-5	-4
20	0.9	-39*	3	-10
21	0.9	11	-1	-10
22	0.7	3	-2	-10
23	1.1	-3	0	nt
24	-2.0	4	1	-9

# Profiles, quoted from the list.
# CCN1C(=C2C(=O)c3ccccc3C2=O)C=Cc2ccccc21 reads D1 potentiator = -6; D1 agonist = 9; TRHR ag = 0.4; D2 potentiator = -11; RXFP1 antag = -6; D2 agonist = 1.6; D1 antagonist = 1; TRHR enhancer = -5; D2 antagonist = 12
# COc1cc(NC(=O)COCc2cc(-c3ccc4c(c3)OCO4)on2)cc(OC)c1 reads D1 potentiator = -1; D1 agonist = 13; TRHR ag = 1.4; D2 potentiator = 1; RXFP1 antag = 0; D2 agonist = 0.2; D1 antagonist = -1; TRHR enhancer = -4; D2 antagonist = nt

# The list goes on.
nr	smiles	D1 potentiator	D1 agonist	TRHR ag	D2 potentiator	RXFP1 antag
25	C=CC(C)N1C(=O)S/C(=C\c2ccc(N3CCOCC3)cc2C)C1=O (stereo not drawn)	-8	11	2.8	-3	-10
26	O=C(Nc1ccc(NC(=O)c2ccco2)nc1)c1cccnc1	-4	-1	0.3	3	1
27	Cc1nnc(NC(=O)c2nc(S(=O)(=O)Cc3ccccc3C)ncc2Cl)s1	-2	4	-0.8	0	6
28	NC(=O)CC(NC(=S)NCc1ccccc1)C(=O)O (stereo not drawn)	-3	1	-0.1	-5	-15
29	Cc1ccc(C)c(-n2c3nc(=O)n(C)c(=O)c-3cc3ccccc32)c1	-4	2	-0.4	2	3
30	COC(=O)c1ccc(CSc2nc3c(cnn3-c3ccc(Cl)cc3)c(=O)[nH]2)o1	-6	1	1.0	6	8
31	COc1cccc(C(C(=O)NC2CCCC2)N(CCC(C)C)C(=O)CCC(=O)Nc2cc(C)on2)c1 (stereo not drawn)	5	1	-0.8	-3	3
32	CN1CCN(C2CC(=O)N(Cc3ccc(N4CCCC4=O)cc3)C2=O)CC1 (stereo not drawn)	-4	0	1.0	3	2
33	Cc1ccc(NC(=O)CSCC(=O)N2CCN(Cc3ccc4c(c3)OCO4)CC2)cc1	-1	2	7.1	-5	-3
34	Cc1ccc2oc(-c3ccc(C)c(NC(=O)/C=C/c4ccc(Cl)cc4)c3)nc2c1	0	-1	0.7	9	nt
35	Cc1ccc(C)c2sc(N3CCN(C(=O)C(C)(C)C)CC3)nc12	0	2	-0.7	7	nt
36	Cn1c(CN2CCOCC2)nnc1SCC(=O)Nc1cccc(C(F)(F)F)c1	-11	-1	-0.6	nt	7

nr	D2 agonist	D1 antagonist	TRHR enhancer	D2 antagonist
25	2.8	6	7	-5
26	0.7	-17	-3	-13
27	0.1	7	-7	-17
28	0.3	4	-1	-10
29	0.4	-8	-8	2
30	-1.5	-12	1	4
31	1.0	3	-9	-18
32	-0.9	6	-5	-22
33	0.9	1	0	0
34	nt	8	5	nt
35	1.6	nt	4	nt
36	5.8	4	3	20

# More results:
nr	smiles	D1 potentiator	D1 agonist	TRHR ag	D2 potentiator	RXFP1 antag
37	CCOC(=O)c1cnc2ccc(C(=O)OC)cc2c1NCCCN1CCOCC1	3	4	-0.1	-1	-3
38	c1ccc2sc(Nc3nc4cc5c(cc4s3)OCO5)nc2c1	2	7	0.3	-1	-20
39	O=C(Nc1cccc(O)c1)c1cc(-c2ccccc2Cl)on1	4	8	0.3	-5	-8
40	CC(=O)NCC12CC3CC(C1)CC(C(=O)O)(C3)C2	10	4	0.0	8	-4
41	CC1CC(NC(=O)C2(C)CC2(Cl)Cl)CC(C)(C)C1 (stereo not drawn)	5	1	0.9	-7	-7
42	Cc1ccc(C(=O)N(c2c(C)n(C)n(-c3ccccc3)c2=O)C(C)C)cc1	10	0	-0.1	22	8
43	COc1ccc(S(=O)(=O)NCC2CCCN(C(=O)c3cccnc3C)C2)cc1 (stereo not drawn)	-5	0	0.9	-2	7
44	CNC(=S)N1CCN(c2nc3ccccc3s2)CC1	-3	2	-0.4	4	-11
45	CCCN1C(=O)c2ccc(C(=O)Nc3cc(C)ccc3O)cc2C1=O	2	11	-0.8	nt	4
46	CCN1CCN(Cc2c(C(=O)N/N=C(\C)c3ccc(Cl)c(Cl)c3)nnn2-c2nonc2N)CC1	-5	5	1.1	-11	nt
47	COc1ccc(/C=C2\S/C(=N/S(=O)(=O)c3cccs3)NC2=O)cc1	-7	1	-1.2	-7	3
48	O=C1CC(=O)C(n2cncn2)C(c2cccc(Cl)c2)C1 (stereo not drawn)	2	1	-0.1	1	11

nr	D2 agonist	D1 antagonist	TRHR enhancer	D2 antagonist
37	0.9	-16	8	4
38	0.7	-7	12	12
39	0.2	-36*	-11	8
40	-1.2	0	2	-2
41	-0.3	-4	-5	13
42	1.8	8	1	-2
43	-0.4	8	-3	-1
44	0.7	3	-2	6
45	nt	13	8	nt
46	1.3	4	-4	19
47	2.6	5	-8	-11
48	0.0	1	0	-10

# Rewritten bar-delimited: entries from further up.
no. | canonical_smiles | D1 potentiator | D1 agonist | TRHR ag | D2 potentiator | RXFP1 antag | D2 agonist | D1 antagonist | TRHR enhancer | D2 antagonist
21 | CCCCOc1ccc(C2(C)NC(=O)NC2=O)cc1 (stereo not drawn) | -7 | 6 | 0.3 | -5 | -2 | 0.9 | 11 | -1 | -10
22 | O=C(COC(=O)c1ccco1)Nc1nc2ccccc2s1 | -1 | 4 | 0.3 | 11 | 1 | 0.7 | 3 | -2 | -10
23 | O=C(Cn1c(=O)c2ccccc2n(CC(=O)Nc2ccc(F)cc2F)c1=O)NCCc1ccccc1 | 3 | 9 | 2.7 | 4 | nt | 1.1 | -3 | 0 | nt
24 | O=C(CSc1nc2ccccc2c(=O)n1CC1CCCO1)NCCc1ccccc1 (stereo not drawn) | 9 | 2 | 0.7 | 5 | 13 | -2.0 | 4 | 1 | -9

# The results go on:
nr	smiles	D1 potentiator	D1 agonist	TRHR ag	D2 potentiator	RXFP1 antag
49	COc1cc(/C=N/NC(=O)c2nc(-c3ccccc3)n(-c3ccccc3)n2)ccc1O	2	1	-0.9	-13	-7
50	CCOC(=O)COc1cccc2c(=O)n(CC(=O)NCCc3ccccc3)ccc12	-4	-4	-0.3	5	0
51	Cc1cc(C)n2c(SCc3ccc(Br)cc3)nnc2n1	-18	1	-1.2	-5	-8
52	Cc1ccc(CNC(=O)C2CCN(S(=O)(=O)c3c(C)noc3/C=C/c3ccco3)CC2)cc1	-10	9	-0.4	1	-1
53	O=C(Cn1nnc(-c2ccccc2NC(=O)c2cccs2)n1)Nc1ccccc1	-3	6	1.9	1	2
54	COc1ccc(CNC(=O)C2CCN(S(=O)(=O)c3c(C)noc3/C=C/N(C)C)CC2)cc1	0	3	-1.9	3	-40

nr	D2 agonist	D1 antagonist	TRHR enhancer	D2 antagonist
49	-1.3	-12	-8	17
50	1.1	-1	-1	-8
51	3.8	-7	-13	1
52	-0.4	-48*	5	-8
53	1.2	-4	3	-6
54	-0.1	-2	1	15
